Bioassay records: PubChem BioAssay, Johns Hopkins Ion Channel Center
Kir21 inh = blocks the mouse Kir2.1 inward-rectifier potassium channel | HEK293-Kir2.1, FluxOR thallium flux fluorescence; hits give low values | B-score at 10 µM | 310,000 tested, 0.85% active;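 active = fluorescence ratio B-score at or below minus 3 SD of library scores, with starting-brightness B-score within 2 SD, cut at about -4.2 in these data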;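 note: channel flux triggered by added potassium and thallium sulfate stimulus; B-score of peak minus minimum fluorescence over baseline after thallium stimulus; more negative B-score means stronger Kir2.1 block with less thallium influx; some compounds called inactive have numbers as strong as hits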
KCNQ2 inh = KCNQ2 potassium channel inhibitors, primary screen, cell-based, CHO-K1, FluxOR thallium flux, B-score (AID 2156). O88943. 20 min; hits give low values. B-score at 10 µM. 310,000 tested, 1.1% active;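 active = fluorescence ratio B-score at most minus 3 library SDs, with starting brightness B-score within 2 library SDs, cut at about -5.5 in these data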
Target sequence (O88943 whole entry, looked up): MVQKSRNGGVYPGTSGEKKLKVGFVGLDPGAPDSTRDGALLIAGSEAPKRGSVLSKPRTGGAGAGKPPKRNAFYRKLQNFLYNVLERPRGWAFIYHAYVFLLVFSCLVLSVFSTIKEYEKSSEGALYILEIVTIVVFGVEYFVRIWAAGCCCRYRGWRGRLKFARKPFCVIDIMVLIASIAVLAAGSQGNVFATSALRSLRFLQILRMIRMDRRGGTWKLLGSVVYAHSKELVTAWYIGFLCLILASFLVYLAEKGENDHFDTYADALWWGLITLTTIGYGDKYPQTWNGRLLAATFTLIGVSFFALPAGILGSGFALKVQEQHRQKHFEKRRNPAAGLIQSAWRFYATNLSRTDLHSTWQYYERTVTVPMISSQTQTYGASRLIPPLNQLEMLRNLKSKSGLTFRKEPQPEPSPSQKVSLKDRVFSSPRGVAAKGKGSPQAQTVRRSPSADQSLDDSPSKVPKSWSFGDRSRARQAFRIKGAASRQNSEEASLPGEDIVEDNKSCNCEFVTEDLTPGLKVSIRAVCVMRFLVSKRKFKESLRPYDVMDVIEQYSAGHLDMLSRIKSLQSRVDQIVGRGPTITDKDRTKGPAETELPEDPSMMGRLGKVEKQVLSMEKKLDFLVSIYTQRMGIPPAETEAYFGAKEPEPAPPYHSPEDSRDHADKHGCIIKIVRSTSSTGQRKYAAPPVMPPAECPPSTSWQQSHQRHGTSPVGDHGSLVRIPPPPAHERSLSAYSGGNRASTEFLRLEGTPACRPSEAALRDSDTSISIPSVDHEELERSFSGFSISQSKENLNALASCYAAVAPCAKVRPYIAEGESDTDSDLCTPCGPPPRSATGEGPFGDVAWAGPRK
An asterisk follows results filed as active; i = inactive. An unsorted share of the library; any-hit rate near 1.8%.

SMILES	Kir21 inh	KCNQ2 inh
CCOc1ccc(N(CC(=O)NCc2ccc(OC)cc2)S(=O)(=O)c2c(C)[nH]c(=O)[nH]c2=O)cc1	2.98	i
COC(=O)c1[nH]c2cc(OC)ccc2c1NC(=O)c1nonc1C	-0.26	i
Cc1nc2ccccc2c(=O)n1/N=C/c1ccccc1O	-1.51	i
O=C(C1CCCCC1)N(Cc1ccccc1)c1ccccn1	-2	i
Cc1cc(Cl)c2oc(C(=O)N(C)CCc3cnn(C)c3)c(C)c2c1	-1.94	i
O=C(NCCCN1CCCCCC1)c1ccc(N2CCCC2=O)cc1	-1.04	i
CCCc1nc2ccc(N)cc2c(=O)n1Cc1ccccc1Cl	-0.07	i
CCc1ccc(OCC(O)Cn2c(N3CCCCC3)nc3c2c(=O)[nH]c(=O)n3C)cc1 (stereo unspecified)	0.13	i

Later entries:
SMILES	Kir21 inh	KCNQ2 inh
N#Cc1ccc(COC(=O)c2cc(=O)c3ccccc3o2)cc1	1.29	i
CC1(C)CC(=O)C(C=NCCC2=CCCCC2)=C(O)C1	-0.09	i
O=[N+]([O-])c1cccnc1-n1cnc2ccccc21	0.06	i
CN(CC(=O)Nc1ccccc1Cl)C(=O)COC(=O)c1nc(Cl)ccc1Cl	-0.43	i
C=CCOc1ccccc1/C=N/NC(=O)Cc1ccccc1	-0.14	i
O=C(NC(C(=O)N/N=C/c1cccnc1)c1n[nH]c(=O)c2ccccc12)c1ccccc1 (stereo unspecified)	-2.08	i
COc1ccc(CCNC(=O)C2CCCN2C(=O)Nc2cccc(C(C)=O)c2)cc1OC (stereo unspecified)	-0.3	i
CC(C)(C)N/N=C1\CC(c2ccccc2)Oc2ccccc21 (stereo unspecified)	1.11	-7.17*

(list continues)
SMILES	Kir21 inh	KCNQ2 inh
Clc1ccc(-c2n[nH]c3c2CCC3)cc1Cl	1.05	i
CCOc1ccc(CCNC(=O)c2ccc3c(=O)[nH]c4c(C(=O)NC(C)C)sc(=S)n4c3c2)cc1	0.86	i
O=C(c1cc(-c2ccco2)nc2ccccc12)N(Cc1nnc(-c2ccc(Cl)cc2)o1)C1CC1	-1.19	i
CC(C)[C@@H](C(=O)NCc1ccco1)N1C(=O)N2CCc3c([nH]c4ccccc34)[C@@]2(C)C1=O	-0.87	i
COc1ccc(C)cc1NC(=O)CN(C)S(=O)(=O)c1ccc2c(c1)c(=O)n(C)c(=O)n2C	-2.75	i
Cc1c(C)c2c(OCC(=O)NCc3ccco3)cc3c(c2oc1=O)CCC(C)(C)O3	0.27	i
Cc1cc(NC(=O)CSCC(=O)OCC(=O)Nc2cc(C)c(C)cc2[N+](=O)[O-])no1	0.58	i
CCN1CCN(C(=O)c2ccc(C)c(S(=O)(=O)Nc3cccc(C)c3)c2)CC1	-0.8	i

Additional results.
SMILES	Kir21 inh	KCNQ2 inh
CCCS(=O)(=O)N1CCN(C(=O)COc2ccc(-c3ccccc3)cc2)CC1	-0.61	i
CCn1nc(NC(=O)c2ccncc2)c2cc3ccc(C)cc3nc21	-0.02	i
O=C(/C=C/c1ccc(F)cc1)NCc1ccco1	0.19	i
Cc1sc2ncn(CC(=O)NCCN3CCOCC3)c(=O)c2c1S(=O)(=O)N1CCC(C)CC1	0.86	i
O=C(Nc1ccc(Oc2ccccc2)cc1)C1CCCO1 (stereo unspecified)	1.44	i
COc1ccccc1CNC(=O)C1Cc2cc(S(=O)(=O)N3CCCCC3)ccc2N1C(C)=O (stereo unspecified)	0.41	i
Cc1ccccc1OCc1nnc2c3cnn(C)c3ncn12	-0.99	i
COc1cccc(N2C(=O)C3C(C2=O)C3(c2ccccc2)c2ccccc2)c1 (stereo unspecified)	2.08	i

(further entries)
SMILES	Kir21 inh	KCNQ2 inh
COc1ccc(C(=O)NCc2ccc(C(=O)O)o2)cc1	-1.7	i
NC(=O)[C@@H]1CCCCNc2c(F)cc([N+](=O)[O-])cc2C(=O)N[C@@H](CCCN=C(N)N)C(=O)NCC(=O)N1	0.92	i
Cc1c(NC(=O)OCCNC(=O)Nc2ccccc2)sc(=S)n1C	0.26	i
CCCCCOc1ccc(Cl)cc1CN1CCOCC1	1.12	i
Cc1nnc(SCC(=O)NCc2ccc3c(c2)OCO3)n1C	-2.54	i
CSc1nnc(-c2cccn(Cc3cccc(Cl)c3)c2=O)o1	-0.08	i
CC(=O)Nc1ccc(C(=O)OCc2ccc(Cl)c(Cl)c2)cc1	-0.11	i
CCN=C1SC(C(=O)Nc2cccc(C)c2)CC(=O)N1CC (stereo unspecified)	2.07	i

Continued.
SMILES	Kir21 inh	KCNQ2 inh
Cc1nn(-c2cccc(Cl)c2)c2nc(C(F)(F)F)[nH]c(=O)c12	-0.28	i
Cc1[nH]c2ccccc2c1SCC(=O)O	-2.47	i
NC(=O)C1CCN(CCS(=O)(=O)c2ccc(Cl)cc2)CC1	-0.41	i
Cc1c(C(=O)NC2CCCc3ccccc32)cccc1[N+](=O)[O-] (stereo unspecified)	-0.07	i
O=C(CSc1nnc(-c2ccccc2)c(-c2ccccc2)n1)NC1CCS(=O)(=O)C1 (stereo unspecified)	1.84	i
CC(C)CN(c1ccccc1)S(=O)(=O)c1nnc(NC(=O)C(C)C)s1	-0.8	i
COc1cc(Cl)ccc1OCc1cc(C(=O)N(C)Cc2cn(C)nc2C)no1	-0.35	i
COc1ccc(NC(=O)Nc2ccc3c(c2)N(C)C(=O)CS3)cc1Cl	0.99	i

(next part)
SMILES	Kir21 inh	KCNQ2 inh
COC(=O)c1c(-c2ccc(Br)cc2)noc1N	-1.33	i
COc1cccc(/C=N/NC(=O)CCn2nnc3ccccc32)c1	0.42	i
O=C(c1ccco1)N1CCN(C(c2ccc(Cl)cc2)c2nnnn2Cc2ccccc2)CC1 (stereo unspecified)	-0.07	i
O=C(NC1CCC(O)CC1)c1ccc(-c2ccc([N+](=O)[O-])cc2)o1 (stereo unspecified)	0.02	i
Cc1cccc(NC2=NCC(=O)N2Cc2cccs2)c1	-0.23	i
Nc1nc(Cl)cc(=O)n1Cc1ccc(Cl)cc1	1.63	i
COCCn1nnnc1C(c1ccccc1OC)N1CCN(c2ccccc2)CC1 (stereo unspecified)	0.08	i
COc1cccc(/C=N/NC(=O)c2cc(-c3cccn3C)n[nH]2)c1	0.07	i

Entries listed so far that bear a hit mark in KCNQ2 inh.
SMILES	Kir21 inh	KCNQ2 inh
CC(C)(C)N/N=C1\CC(c2ccccc2)Oc2ccccc21 (stereo unspecified)	1.11	-7.17*

Remaining list, next part:
SMILES	Kir21 inh	KCNQ2 inh
Cc1cccc(C)c1N=C1NN=C(c2ccccc2F)CS1	1.48	i
CC1CCN(C(=O)CC#N)CC1	0.89	i
O=C(NCc1ccc2c(c1)OCO2)C12CC3CC(CC(C3)C1)C2	-0.57	i
COc1cc(/C=C2\CC/C(=C\c3cc(OC)c(OC)c(OC)c3)C2=O)cc(OC)c1OC	-0.23	i
Cc1ccc(C(=O)O/N=C(\N)c2ccc(Br)cc2)cc1C	0.35	i
O=C(O)Cn1cc(F)c(=O)[nH]c1=O	-0.61	i
CCOc1ccc(N2C(=O)c3cccnc3C2Nc2ccc(Cl)cc2)cc1 (stereo unspecified)	-0.15	i
C#Cc1cccc(NC(=O)c2ccc3c(c2)C(=O)N(Cc2cccnc2)C3=O)c1	1.35	i

The results go on:
SMILES	Kir21 inh	KCNQ2 inh
CCOc1ccc(-c2nc(CN3CCCC(C(=O)N4CCOCC4)C3)c(C)o2)cc1 (stereo unspecified)	0.39	i
Oc1c(CN2CCN(c3ccccc3)CC2)cc(Br)c2cccnc12	0.06	i
CN(C)C(=O)c1c(-c2ccccc2)oc2ccc(O)cc12	-1.04	i
CC(C)(C)NC(=S)NC(=O)C12CC3CCC(CC(C3)C1)C2	0.08	i
COC(=O)C(C(=O)OC)C(c1ccccc1)C(C(=O)c1ccccc1)[N+](=O)[O-] (stereo unspecified)	-0.41	i
Cc1c(CNCCC2=CCCCC2)c(C(=O)O)c(C)n1Cc1ccccc1	1.7	i
Cn1c(=O)c2c(nc(/C=C/c3cccc(Cl)c3)n2C)n(C)c1=O	-0.41	i
CCCN(CCC)C(=S)NC(=O)c1ccc(Cl)cc1Cl	1.27	i

The results go on:
SMILES	Kir21 inh	KCNQ2 inh
CCOc1cccc(/C(O)=C2/C(=O)C(=O)N(CCN3CCOCC3)C2c2cccnc2)c1 (stereo unspecified)	1.44	i
CN1CCN(C(=O)CSc2nc(-c3ccco3)cc(C(F)(F)F)n2)CC1	0.16	i
CCOc1ccc(-c2csc(C3COc4ccccc4O3)n2)cc1 (stereo unspecified)	-0.7	i
Cc1ccc(-c2noc(CC(c3ccccc3)c3ccccc3)n2)cc1	0.07	i
O=C(c1cc(F)ccc1F)C1CCCN(Cc2cccn2-c2ccccn2)C1 (stereo unspecified)	-0.53	i
O=C(NC12CC3CC(CC(C3)C1)C2)c1ccc(-c2ccc(Br)cc2)o1	0.82	i
C=CCNC(=O)c1onc(CSc2ccc(C)c(C)c2)c1C(=O)O	1.51	i
Cn1c(=O)[nH]c(=O)c2c1nc(N1CCOCC1)n2CCCSc1ncccn1	0.66	i

At a glance, some entries already given:
SMILES	Kir21 inh	KCNQ2 inh
CCOc1cccc(/C(O)=C2/C(=O)C(=O)N(CCN3CCOCC3)C2c2cccnc2)c1 (stereo unspecified)	1.44	i
CN1CCN(C(=O)CSc2nc(-c3ccco3)cc(C(F)(F)F)n2)CC1	0.16	i
CCOc1ccc(-c2csc(C3COc4ccccc4O3)n2)cc1 (stereo unspecified)	-0.7	i
Cc1ccc(-c2noc(CC(c3ccccc3)c3ccccc3)n2)cc1	0.07	i
O=C(c1cc(F)ccc1F)C1CCCN(Cc2cccn2-c2ccccn2)C1 (stereo unspecified)	-0.53	i

Continuation:
SMILES	Kir21 inh	KCNQ2 inh
Cc1ccc(C(=O)Nc2cccc(C(F)(F)F)c2)cc1NC(=O)c1ccno1	1.12	i
CCN(c1ccccc1)S(=O)(=O)c1nnc(NC(=O)CC(C)C)s1	0.76	i
FC(F)c1nnc2ccc(Cl)nn12	-1.6	i
CC(C(=O)c1ccc(Br)cc1)[n+]1cccc(NC(=O)c2ccccc2)c1 (stereo unspecified)	-0.7	i
COc1cccc(/C=N/NC(=O)CSCC(=O)Nc2ccccc2)c1O	-1.79	i
Cc1ccc(OCCSc2ncnc3sc(C)c(C)c23)cc1C	-0.43	i
O=C(C(=O)N1CCN(c2cccc(Cl)c2)CC1)N1CCCCC1	0.11	i
CCN(C(=O)CN1CCN(S(=O)(=O)c2cc(Cl)ccc2Cl)CC1)c1c(N)n(Cc2ccccc2)c(=O)[nH]c1=O	2.05	i

Additional results.
SMILES	Kir21 inh	KCNQ2 inh
CCC(C)c1ccccc1OCCCCN1CCCC1 (stereo unspecified)	-1.97	i
COc1ccc(CCn2c(C)cc(C(=O)CSc3nnnn3-c3ccccc3)c2C)cc1OC	3.01	i
Cc1cc(C)n2nc(C(=O)N/N=C/c3c4ccccc4cc4ccccc34)nc2n1	0.35	i
Cc1cc(Br)cc(C)c1NC(=O)c1ccccc1[N+](=O)[O-]	1.34	i
O=C(CN(Cc1ccccc1)C(=O)CCC(=O)Nc1ccccn1)NCc1ccc(F)cc1	0.58	i
O=C(Nc1nccs1)c1ccc(S(=O)(=O)NCC2CCCCC2)cc1	0.04	i
O=S(=O)(Nc1ccc(-c2ccc(N3CCOCC3)nn2)cc1)c1cc(Cl)ccc1Cl	0.04	i
C/C(=C\C=C(C#N)C#N)c1cc(C#N)c(N)o1	-5.09	i

Following part
SMILES	Kir21 inh	KCNQ2 inh
CC1CCc2sc(NC(=O)C3CC(Cl)=CCC3C(=O)O)c(C#N)c2C1 (stereo unspecified)	0.41	i
C#CCNC(=O)C1=C[C@@H](c2ccc3c(c2)OCO3)C[C@@H](OCc2ccc(CO)cc2)O1	-3.86	i
O=S(=O)(c1cccc(-c2n[nH]c(=S)o2)c1)N1CCOCC1	-1.3	i
O=C(CSc1nc2ccccc2o1)Nc1nc2ccc(Br)cc2s1	-1.7	i
C/C(=N\NS(=O)(=O)c1ccc(Cl)cc1)c1ccc(O)cc1	-0.83	i
Cc1cccc(OCCc2nnc(N)s2)c1C	0.53	i
Cn1c(SCC(O)c2ccccc2)nnc1-c1ccc2ccccc2c1 (stereo unspecified)	0.2	i
CCN(Cc1ccncc1)C(=S)Nc1ccc(Cl)cc1	0.47	i

More compounds:
SMILES	Kir21 inh	KCNQ2 inh
CCn1c(SCC(=O)Nc2ccc(C)cc2)nnc1-c1ccccn1	-0.04	i
COc1ccc(C2Nc3ccccc3C(=O)N2O)cc1OC (stereo unspecified)	-0.44	i
CC1=C(C)[N+](=O)C2(O)CCCCC2(C)N1[O-] (stereo unspecified)	-0.34	i
CCOc1ccccc1NC(=O)COC(=O)CNS(=O)(=O)c1ccc(C)cc1	0.78	i
c1cnc(Sc2ccc3nnnn3n2)nc1	0	i
Cc1cc(C)nc(N(C#N)S(=O)(=O)c2ccccc2Cl)n1	0.49	i
Cc1cccc(OCCSc2nc3c([nH]2)c(=N)ncn3Cc2ccccc2)c1	-4.1	i
Cc1ccc(NC(=O)COc2ccccc2)c(NC(=O)c2ccco2)c1	-0.47	i

Carrying on:
SMILES	Kir21 inh	KCNQ2 inh
CCCCNC(=O)CCNS(=O)(=O)c1ccc(Br)cc1	0.01	i
Cc1ccc(N2C(=O)CC(Nc3ccc(Cl)c(S(=O)(=O)N(C)C)c3)C2=O)c(C)c1 (stereo unspecified)	-0.56	i
COCCCNC(=O)Cn1cnc2sc(C)c(S(=O)(=O)N3CCN(c4ncccn4)CC3)c2c1=O	-0.02	i
Cc1ccc(C(=O)Nc2ccc3c(c2)CCC3)o1	0.02	i
N/C(=N\N=C\c1ccc2c(c1)OCO2)SC1CC(=O)N(c2ccc(C(=O)O)cc2)C1=O (stereo unspecified)	1.05	i
Cn1c(COc2nnc(-c3ccc(Cl)cc3)c3ccccc23)nc2ccccc21	1.65	i
O=C(O)CCC(=O)Nc1ccccc1C(=O)NCCc1ccccc1	0.61	i
CC1=NN(c2cccc(Cl)c2)C(=O)C1	0.7	i
